Assay outcomes deposited in PubChem by National Center for Advancing Translational Sciences (NCATS).
KCNH2 3.1 block = qHTS for Inhibitors of KCHN2 3.1: Mutant qHTS. 340,000 tested, 0.95% active. activity change, % (tested at about 1.8 µM). Potassium voltage-gated channel subfamily H member 2, brain isoform KCNH2 3.1 (human). U2OS KCNH2 3.1, thallium flux FluxOr; hits give low values;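 active = maximum activity change below -70%; inconclusive = maximum activity change from -70% to -50%; inactive = maximum activity change above -50%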;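 also: thallium influx rate constant from kinetic fluorescence after stimulation buffer; % is scaled to controls: 0 for no effect and ±100 for the full control effect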
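U2OS cells transduced with KCNH2 3.1 mutant virus (1.77 x 10^8 /mL, 4 h), plated overnight at 37 C, loaded 45 min with FluxOr dye plus Red40 quencher. Thallium flux rate constant from kinetic reads after stimulation buffer, normalised to controls.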
Gal4-VP16 FLuc = VP16 counterscreen qHTS for inhibitors of ROR gamma transcriptional activity | 310,000 tested, 3.5% active | AID 2546, 2010 | Potency, µM (top dose mostly 53.6 µM), without a hit: at the top dose activity, negative = inhibition, actives largely listed as inhibitors | Drosophila S2 Gal4-VP16 UAS-luciferase, luminescence, 20 h;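 also: Gal4-VP16 expression switched on by copper sulfate through the metallothionein promoter; potency is read from the fitted curve at half-maximal effect; % is scaled to controls: 0 for no effect and ±100 for the full control effect; nearly all actives have a fitted effect of over 50% in size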
Tb PFK inh = qHTS Assay to Find Inhibitors of T. brucei phosphofructokinase | ATP-dependent 6-phosphofructokinase (Trypanosoma brucei brucei), O15648 | T. brucei PFK, ADP-Glo luminescence | Potency, µM (highest dose often 57.5 µM), for the others: top-dose activity, negative = inhibition, most hits filed as inhibitors | 330,000 tested, 0.17% active | AID 485367, 2010;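 also: potency is read from the fitted curve at half-maximal effect; 0% = uninhibited 1x PFK enzyme wells and -100% = no-enzyme wells; nearly all actives have a fitted effect of over 60% in size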
Target sequence (O15648 whole entry, looked up): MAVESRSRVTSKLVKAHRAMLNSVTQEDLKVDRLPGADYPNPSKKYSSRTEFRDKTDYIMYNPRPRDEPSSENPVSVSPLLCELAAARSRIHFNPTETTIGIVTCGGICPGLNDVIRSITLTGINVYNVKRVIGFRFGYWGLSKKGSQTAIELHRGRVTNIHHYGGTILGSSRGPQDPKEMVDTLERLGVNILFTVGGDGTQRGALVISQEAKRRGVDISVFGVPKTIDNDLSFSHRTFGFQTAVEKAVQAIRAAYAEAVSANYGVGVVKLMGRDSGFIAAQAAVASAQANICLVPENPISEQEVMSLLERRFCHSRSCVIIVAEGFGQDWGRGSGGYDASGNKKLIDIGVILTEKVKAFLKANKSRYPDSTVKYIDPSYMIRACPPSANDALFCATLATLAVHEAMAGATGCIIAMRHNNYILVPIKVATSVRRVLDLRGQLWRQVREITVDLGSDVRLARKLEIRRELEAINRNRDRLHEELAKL
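Luminescent ADP detection (ADP-Glo, two-step: ATP depletion then ADP-to-ATP conversion for luciferase) reported PFK activity after 45 min room-temperature reaction of 1.25 nM enzyme with 0.5 mM F6P and 0.1 mM ATP at pH 8.0.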
ELG1 genotoxic = qHTS screen for small molecules that induce genotoxicity in human embryonic kidney (HEK293T) cells expressing luciferase-tagged ELG1; Potency, µM (highest dose often 46 µM), inactives show top-dose activity change, positive = activation, hits mostly activators; HEK293T ELG1-luciferase reporter, luminescence, 16 h; 330,000 tested, 1.3% active; AID 504466, 2011; also: potency is read from the fitted curve at half-maximal effect; % of control where 0% means no effect; nearly all actives have a fitted effect of over 60% in size
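Genotoxicity was scored as increased ELG1-luciferase reporter signal, measured by ONE-Glo luminescence (30 min, room temperature). Compound or vehicle exposure of the HEK293T reporter cells lasted 16 hr at 37°C.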
Coupling enz = qHTS Assay for Inhibitors of Fructose-1,6-bisphosphate Aldolase from Giardia Lamblia: Coupling assay counterscreen. coupling enzyme system counterscreen, AmpLite Red fluorescence. activity change, negative = inhibition, % at 58.2 µM, hits read low. 290,000 tested, 0.67% active. AID 2472, 2010; in the data active = activity change below about -30%; also: % is scaled to controls: 0 for no effect and ±100 for the full control effect
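First, compound is pin-transferred into glyceraldehyde-3-phosphate coupling-enzyme reagent at 57.5 uM final and held 10 min at RT. Next, substrate, coupling system and AmpLite Red are added. After 20 min RT, fluorescence (525/598 nm) is read.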
NPC1 prom act = qHTS Assay for NPC1 Promoter Activators. Huh7 NPC1 promoter luciferase reporter, 24 h. Potency, µM (doses to about 9.22 µM), inactives show at the top dose activation, most hits filed as activators. 320,000 tested, 2.4% active. AID 485313, 2010;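 also: potency is read from the fitted curve at half-maximal effect; % of control where 0% means no effect; nearly all actives have a fitted effect of over 60% in size; reporter is driven by a mutant NPC1 promoter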
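Luminescence from an NPC1 promoter-driven luciferase reporter in stably transfected Huh7 cells was measured after 24 h compound treatment at 37 °C, followed by 10 min ambient incubation with luciferase detection reagent.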
uPA surface inh = qHTS for Inhibitors of Cell Surface uPA Generation; cell surface uPA generation assay, qHTS; Potency, µM (highest dose often 38.3 µM), for inactives: top-dose activity change, negative = inhibition, actives largely listed as inhibitors; AID 540303, 2011; 330,000 tested, 0.31% active; active = well fitted inhibition curve with a large enough effect; inconclusive = small, poorly fitted or top-dose-only effect; inactive = no such curve, though single readings can be large or run the other way; tested in mouse RAW 264.7 cells; also: potency is read from the fitted curve at half-maximal effect; % is scaled to controls: 0 for no effect and ±100 for the full control effect; nearly all actives have a fitted effect of over 55% in size
Rab9 promoter act = qHTS Assay for Rab9 Promoter Activators; AID 485297, 2010; Huh7 Rab9 promoter-luciferase reporter, luminescence, 24 h; Potency, µM (top dose mostly 9.22 µM), for inactives: at the highest dose activation, negative = inhibition, actives largely listed as activators; 320,000 tested, 2.8% active; also: potency is read from the fitted curve at half-maximal effect; % of control where 0% means no effect; nearly all actives have a fitted effect of over 60% in size
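Rab9 promoter-driven luciferase in stably transfected Huh7 cells; 1500 cells/well rested 2 h, exposed to compound in DMSO for 24 h at 37 °C, 5% CO2. Luminescence read 10 min after adding luciferase reagent at ambient temperature.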
Giardia kill = Small Molecules that selectively kill Giardia lamblia: qHTS. 340,000 tested, 0.15% active. activity change, % at 7.66 µM, hits read low. Giardia lamblia trophozoite viability; in the data active = activity change below about -80%; inconclusive = between about -30% and that limit;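 also: parasites exposed to compound for two days anaerobically before the ATP read; % is scaled to controls: 0 for no effect and ±100 for the full control effect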
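Anaerobic 48 hrs incubation at 37 deg C of 100 trophozoites/well with test compounds; ATPLite 1-Step luminescence, 15-30 min RT, reports cellular ATP as viability.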
FLuc counter = qHTS profiling assay for firefly luciferase inhibitor/activator using purifed enzyme and Km concentrations of substrates (counterscreen for miR-21 project). purified FLuc, Km substrates, luminescence inhibition. Potency, µM (series often up to 57.5 µM), without a hit: at the highest dose activity change, negative = inhibition, most hits filed as inhibitors. 360,000 tested, 6.9% active;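 also: potency is read from the fitted curve at half-maximal effect; plate controls were vehicle for no effect and reference inhibitor for full effect; nearly all actives have a fitted effect of over 55% in size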
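Biochemical qHTS of compounds, final roughly 60 µM downward over six points, against 10 nM purified firefly luciferase using Km concentrations of substrates (10 uM D-luciferin, 10 uM ATP) in Tris acetate pH 7.5 buffer; luminescence output.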
RORgamma inh = qHTS for inhibitors of ROR gamma transcriptional activity; 310,000 tested, 5.4% active; Potency, µM (top dose mostly 53.6 µM), for the others: top-dose activity change, negative = inhibition, hits mostly inhibitors; Nuclear receptor ROR-gamma (Mus musculus), P51450; Drosophila S2 Gal4-RORgamma UAS-luciferase reporter, 20 h; also: potency is read from the fitted curve at half-maximal effect; % is scaled to controls: 0 for no effect and ±100 for the full control effect; nearly all actives have a fitted effect of over 60% in size
Target sequence (P51450 whole entry, looked up, the tested form may be a part): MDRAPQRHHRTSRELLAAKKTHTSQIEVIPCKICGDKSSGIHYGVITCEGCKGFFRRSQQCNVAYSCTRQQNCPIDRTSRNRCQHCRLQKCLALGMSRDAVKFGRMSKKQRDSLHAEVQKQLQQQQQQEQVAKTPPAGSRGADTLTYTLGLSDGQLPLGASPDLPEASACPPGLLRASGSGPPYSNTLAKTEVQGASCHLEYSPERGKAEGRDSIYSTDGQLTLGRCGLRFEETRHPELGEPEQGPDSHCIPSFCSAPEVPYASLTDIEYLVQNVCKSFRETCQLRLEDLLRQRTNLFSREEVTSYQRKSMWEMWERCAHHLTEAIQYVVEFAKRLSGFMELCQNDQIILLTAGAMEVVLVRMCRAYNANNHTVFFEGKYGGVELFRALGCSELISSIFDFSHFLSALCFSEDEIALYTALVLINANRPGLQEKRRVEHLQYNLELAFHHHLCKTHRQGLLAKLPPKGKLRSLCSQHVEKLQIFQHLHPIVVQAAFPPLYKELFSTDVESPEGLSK
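Compounds are pin-transferred onto Drosophila Schneider cells expressing a copper-inducible Gal4–ROR gamma transactivation domain fusion. After 1 hr, copper sulfate is added to 700 uM final; luciferase is read 20 hr later.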
Numbers without * were called inactive; ? = inconclusive; / = no result given; [ ] = remark or other dose. Unless noted, calls follow the shape of the dose curve; as a rule, active = well fitted curve in the direction sought with a large enough effect; inconclusive = small, poorly fitted or top-dose-only effect, or another doubt; inactive = no such curve, though single readings can be large; an effect the other way counts as inactive or inconclusive. Rows were taken by chance; overall some 14% were active at least once.

SMILES | KCNH2 3.1 block | Gal4-VP16 FLuc | Tb PFK inh | ELG1 genotoxic | Coupling enz | NPC1 prom act | uPA surface inh | Rab9 promoter act | Giardia kill | FLuc counter | RORgamma inh
O=C1CCc2cc(S(=O)(=O)NCCC(=O)NC3CCCCC3)ccc2N1 | -6 | 3% | -2% | 4% | -3 | -2% | 8% | 2% | 11 | 0% | -9%
COc1ccc(OC)c(NC(=O)c2nnn(CCc3ccccc3)c2N)c1 | -6 | -20% | 4% | ? | -1 | -1% | -2% | -6% | 5 | 4% | -28%
COc1ccc(C(=O)NC(=S)Nc2ccccc2N2CCCCC2)cc1[N+](=O)[O-] | -14 | 1µM* | -2% | -3% | -1 | -4% | 3% | -8% | 9 | -1% | ?
CCC(C)n1c(SCC(=O)NCc2ccco2)nnc1-c1cccc(S(=O)(=O)N2CCOCC2)c1 (centres undefined) | 0 | 2% | 3% | 1% | 0 | -3% | -2% | 0% | -8 | 0% | 7%
COc1ccccc1N(CC(O)CN(c1ccccc1)S(C)(=O)=O)S(=O)(=O)c1ccccc1 (centres undefined) | 6 | 0%[0.365 µM] | -6% | -3% | -3 | -2% | 0% | -2% | 26 | 3% | -12%
Cc1ccc(C2=NN(C(=O)CNCCO)C(c3cccs3)C2)cc1 (centres undefined) | 14 | 15% | -3% | 13% | / | 11% | 6% | 7% | -14 | ? | 6%
CCc1cc2c(=O)n3c(nc2s1)-c1[nH]c2ccc(OC)cc2c1CC3 | 4 | -25% | 3% | ? | 2 | ? | 2% | ? | 21 | -15% | 12%
FC(F)Oc1ccc(NC(=S)N2CCN(Cc3ccccc3)CC2)cc1 | -3 | -6% | -4% | -2% | -1 | -7% | -8% | -2% | 21 | ? | ?
CC(C)(C)OC(=O)COc1ccc(/C=N/NC(=O)CN2CCCCC2)cc1 | 7 | -22% | 2% | ? | 1 | 1.6µM* | 5% | 1.1µM* | 1 | 2% | -44%
Fc1ccccc1CN1CCCN(C(=S)Nc2cccc(Cl)c2)C1 | 4 | ? | 0% | -1% | 1 | 0% | -1% | -3% | -3 | -5% | 7.1µM*
COc1ccc(Cl)cc1NC(=O)CN1CCC(n2nnc3cc(F)ccc32)CC1 | ? | -24% | 0% | 4% | 0 | -7% | 5% | -5% | -7 | 3% | 0%
NC(=O)c1cc(-c2ccccc2)nc2ccc(Br)cc12 | -4 | 2% | 2% | 6% | 1 | 2% | -8% | 2% | 4 | 5% | -20%
CCN(CC)S(=O)(=O)c1ccc(N2Cc3ccccc3C2=N)cc1 | -2 | 14% | 4% | -1% | -1 | -2% | -23% | 2% | -9 | 0% | 8%
COC(=O)c1ccccc1NC(=O)c1c(O)c2cccc3c2n(c1=O)CCC3 | / | -5% | 3% | -5% | 4 | -3% | / | -3% | / | 2% | 2%
CCCCOc1ccc(C(=O)OCC(=O)c2c(N)n(C)c(=O)n(C)c2=O)cc1 | 12 | / | 3% | -3% | / | / | 4% | / | 1 | / | /
Cc1ccc(OCc2nc(-c3ccccn3)no2)c(Br)c1 | -2 | ? | -11% | 0.33µM* | -4 | 0.1µM* | -13% | 0.28µM* | -8 | 0.21µM* | ?
CCOC(=O)C(=NCCCN1CCOCC1)NNc1cccc(C(F)(F)F)c1 | -12 | -15% | -1% | -1% | -1 | 0% | 2% | -2% | 25 | -3% | -20%
c1ccc(-c2cc(N3CCOCC3)nc3ccccc23)cc1 | -39 | 2% | / | / | 2 | / | / | / | -1 | 2% | 35%
c1csc(CN2CCN(Cc3cccs3)C2c2cccs2)c1 | 0 | 6% | -2% | -2% | -2 | 0% | -4% | 2% | -9 | -1% | 1%
CC(=O)Nc1ccc(S(=O)(=O)NC(C)c2nc(-c3ccccc3)no2)cc1 (centres undefined) | 3 | 12% | 6% | 0% | 5 | 4% | 8% | -4% | -2 | 0% | 4%
CCOC(=O)/C=C/C(=O)Nc1cc(S(=O)(=O)Nc2ccc(OC)cc2)ccc1N1CCOCC1 | 7 | / | -5% | -18% | / | -12% | -6% | -6% | 3 | 0% | /
O=C(CCNS(=O)(=O)c1ccccc1F)N1CCN(C(c2ccccc2)c2ccccc2)CC1 | -7 | / | 5% | -3% | / | -6% | -11% | -1% | 12 | -1% | /
CCCOC(=O)C1C2C=CC3(CN(c4ccc(Cl)c(F)c4)C(=O)C13)O2 (centres undefined) | 1 | 3% | 0% | -8% | 2 | 0% | 1% | -6% | -23 | 0% | 23%
Cc1nnc(SCC2=C(C(=O)O)N3C(=O)C(NC(=O)c4cccc(F)c4F)C3SC2)s1 (centres undefined) | 6 | 5% | ? | 2% | 0 | -5% | 4% | -4% | -14 | -12% | -32%

Complete entries from above. Values in the order: KCNH2 3.1 block	Gal4-VP16 FLuc	Tb PFK inh	ELG1 genotoxic	Coupling enz	NPC1 prom act	uPA surface inh	Rab9 promoter act	Giardia kill	FLuc counter	RORgamma inh
CCCOC(=O)C1C2C=CC3(CN(c4ccc(Cl)c(F)c4)C(=O)C13)O2 (centres undefined) is listed as 1	3%	0%	-8%	2	0%	1%	-6%	-23	0%	23%
CCOC(=O)C(=NCCCN1CCOCC1)NNc1cccc(C(F)(F)F)c1 is listed as -12	-15%	-1%	-1%	-1	0%	2%	-2%	25	-3%	-20%

Single entries from the results shown.
Under NPC1 prom act, COC(=O)c1ccccc1NC(=O)c1c(O)c2cccc3c2n(c1=O)CCC3 has -3%
Under Tb PFK inh, CC(=O)Nc1ccc(S(=O)(=O)NC(C)c2nc(-c3ccccc3)no2)cc1 (centres undefined) has 6%
Under uPA surface inh, CCN(CC)S(=O)(=O)c1ccc(N2Cc3ccccc3C2=N)cc1 has -23%
Under ELG1 genotoxic, CCOC(=O)/C=C/C(=O)Nc1cc(S(=O)(=O)Nc2ccc(OC)cc2)ccc1N1CCOCC1 has -18%
Under KCNH2 3.1 block, O=C(CCNS(=O)(=O)c1ccccc1F)N1CCN(C(c2ccccc2)c2ccccc2)CC1 has -7

Carrying on.
SMILES | KCNH2 3.1 block | Gal4-VP16 FLuc | Tb PFK inh | ELG1 genotoxic | Coupling enz | NPC1 prom act | uPA surface inh | Rab9 promoter act | Giardia kill | FLuc counter | RORgamma inh
Cc1ccc(-c2csc(NC(=O)Cn3[nH]c(=O)c4ccccc4c3=O)n2)cc1 | -7 | -19% | 3% | 9% | -4 | -4% | -1% | 25% | 25 | ? | ?
CCCCCCC(CC(=O)NCc1cccnc1)CC(=O)NCc1cccnc1 | -29 | 0% | -1% | 0% | -1 | -5% | 6% | 0% | -7 | 1% | 37%
Cc1ccc2c(C(=O)CN3CC(C)CC(C)C3)c(C)[nH]c2c1 (centres undefined) | / | 1% | 2% | -4% | 0 | -1% | / | -1% | / | -1% | -2%
CC(C)OC(=O)c1cc2c(ccn2C)n1CC(=O)N(Cc1ccccc1)c1ccc(F)cc1 | -15 | ? | -3% | -8% | -19 | 1% | -3% | 2% | -7 | -15% | 6%
CCCCCNC(=O)c1ccc2c(=O)n(CCCN3CCCC3=O)c(=S)[nH]c2c1 | 8 | -7%[10 µM] | -2% | 2% | 0 | 4% | -11% | -1% | 6 | -14% | 13%
Cc1ccc(S(=O)(=O)N2CCN(C(=O)COC(=O)C3(C)CC3(Cl)Cl)CC2)c(C)c1 (centres undefined) | -2 | / | 9% | 0% | / | -1% | -10% | 2% | -11 | 2% | /
O=C(Oc1ccccc1)N1CCN(c2ccccc2F)CC1 | 4 | 4% | -2% | 0% | 1 | 12% | 9% | 8% | 5 | -3% | 11%
O=C(NCc1ccccc1)[C@]1(C(F)(F)F)C[C@H](CCc2ccccc2)CCCO1 | 5 | -3% | / | / | 1 | / | 10% | / | ? | / | 0%
COC(=O)c1[nH]c2ccc(C)cc2c1NC(=O)CN1CCN(c2ccc(F)cc2)CC1 | 10 | 13µM* | -4% | -14% | -5 | -12% | -3% | -17% | 1 | ? | -43%
CCn1c(SCC(=O)Nc2nc3ccccc3s2)nnc1-c1ccc(OC)cc1 | / | -8% | -10% | 20% | 5 | 7% | 4% | 1% | 4 | -2% | 0%
